RBBP9 inh – blocks human serine hydrolase RBBP9 | 220,000 tested, 0.2% active | recombinant RBBP9, FP-Rh probe fluorescence polarization | AID 1515 | inhibition, % at 7.94 µM;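 active = inhibition above the campaign mean of all tested compounds plus 3 SD, cut at about 14% in these data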;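 note: plate controls were DMSO wells with RBBP9 for no effect and wells lacking RBBP9 protein for full effect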
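System: RBBP9 protein | Quantity: 2.5 µM RBBP9 dispensing solution, before mixing | Reagent: FP-Rh probe, 375 nM dispensing solution | Timing: Enzyme-compound preincubation 30 min, then probe labeling 45 min, 25 °C | Measured by: Fluorescence polarization | Read-out: % inhibition | Replication: One well per compound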
Mdm2 ligase inh – inhibitors of human Mdm2 E3 ubiquitin ligase; Q00987; cell-based MDM2 ubiquitination luciferase reporter, 2 h; 0 = plate control, 100 = twice control, blank-subtracted; signal enhancement, % at 5 µM; 210,000 tested, 0.11% active; AID 1230;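 active = signal enhancement of 30% or more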;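 note: luminescence tracks abundance of the self-degrading MDM2-luciferase fusion protein; higher signal means inhibition of MDM2 E3 ligase activity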
Target sequence (Q00987 whole entry, looked up, the tested form may be a part): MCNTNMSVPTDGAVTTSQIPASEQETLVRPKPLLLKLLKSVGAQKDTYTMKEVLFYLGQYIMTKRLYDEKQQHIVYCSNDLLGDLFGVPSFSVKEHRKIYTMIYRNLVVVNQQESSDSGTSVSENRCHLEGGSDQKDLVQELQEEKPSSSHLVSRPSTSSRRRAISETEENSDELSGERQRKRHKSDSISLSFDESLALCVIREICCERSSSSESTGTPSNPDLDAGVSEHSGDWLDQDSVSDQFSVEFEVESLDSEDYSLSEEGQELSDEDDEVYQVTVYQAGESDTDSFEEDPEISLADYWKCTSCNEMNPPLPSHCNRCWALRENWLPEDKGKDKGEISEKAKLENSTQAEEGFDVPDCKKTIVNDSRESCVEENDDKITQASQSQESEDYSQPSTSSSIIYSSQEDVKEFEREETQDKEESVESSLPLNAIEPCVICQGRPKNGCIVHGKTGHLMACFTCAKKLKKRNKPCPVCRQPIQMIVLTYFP
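Assay system: stable mammalian line carrying autodegrading MDM2–luciferase fusion reporter; amount: 2000 cells seeded into each well; buffer or medium: DMEM; benchmarks: plate control and blank wells; signal: luciferase luminescence; timing: 2 h compound exposure at 37 °C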
p97 inhibitor – human p97 ATPase inhibition | P55072 | inhibition, % at 8 µM | recombinant p97 ATPase, Kinase-Glo ATP luminescence, 3 h | 220,000 tested, 0.42% active; in the data active = inhibition above about 15%;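 note: 0% = DMSO vehicle and 100% = wells lacking enzyme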
Runt-CBFb FRET – inhibitors of human RUNX1 Runt domain binding to CBFb. Cerulean-Runt/Venus-CBFb FRET ratio 530/480, 1 h. 220,000 tested, 0.46% active. AID 1496. Q01196+Q13951. inhibition, % at 20 µM;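 active = inhibition over about 50% at 20 µM in the single-dose screen, limit read from the data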;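 note: 0% = DMSO wells and 100% = excess unlabeled CBFb competitor control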
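Buffer or medium: Tris pH 7.5 buffer with BSA. Assay system: Cerulean-labeled Runt domain protein. Amount: each fluorescent fusion protein 100 nM. Read-out basis: loss of energy transfer signal. Incubation: 1 h compound exposure, room temperature. Probe or stimulus: Venus-CBFb binding partner, 100 nM. Detection: FRET, excitation 422 nm, emission at 530 and 480 nm.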
Hck-Nef inh – blocks Nef-activated human Hck kinase. P08631. Recombinant Hck-YEEI plus Nef, Z-Lyte FRET kinase assay. inhibition, % at 20 µM. 220,000 tested, 0.68% active. AID 463187;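 active = Hck-Nef kinase inhibition above about 50%, limit read from the data; inactive = inhibition below that limit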;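 note: 0% = DMSO with Hck plus Nef and 100% = Hck alone without Nef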
NPY1 pot ag – potentiates or activates human NPY-Y1 receptor | 220,000 tested, 0.37% active | P25929 | AID 1304 | NPY-Y1 expressing cells, potentiator/agonist activation | activation, % at 3.6 µM; in the data active = activation above about 33%, passing the limit was not always enough;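 note: cells stimulated with NPY at EC10 then isoproterenol at EC100; 0% = low agonist plus stimulus and 100% = saturating agonist plus stimulus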
Target sequence (P25929 whole entry, looked up): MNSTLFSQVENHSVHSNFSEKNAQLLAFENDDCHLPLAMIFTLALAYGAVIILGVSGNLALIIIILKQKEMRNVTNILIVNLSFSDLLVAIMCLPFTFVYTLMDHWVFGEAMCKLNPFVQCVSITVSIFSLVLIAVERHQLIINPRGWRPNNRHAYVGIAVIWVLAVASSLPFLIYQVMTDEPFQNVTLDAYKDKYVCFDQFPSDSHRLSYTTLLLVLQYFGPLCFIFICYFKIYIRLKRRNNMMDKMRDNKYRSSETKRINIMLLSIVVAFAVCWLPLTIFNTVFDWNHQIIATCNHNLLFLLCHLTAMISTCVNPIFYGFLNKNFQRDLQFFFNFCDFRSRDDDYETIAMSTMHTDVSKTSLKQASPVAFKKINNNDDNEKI
Runt-SMMHC FRET – blocks binding of human RUNX1 Runt domain to CBFb-SMMHC | Q01196+Q13951 | Cerulean-Runt/Venus-CBFb-SMMHC FRET ratio 530/480, 1 h | inhibition, % at 20 µM | 220,000 tested, 0.74% active | AID 1434;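 active = mean inhibition across duplicate retests at 20 µM reaching about 50%, limit read from the data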;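 note: 0% = DMSO wells and 100% = wells with excess untagged CBFb-SMMHC; inhibitors lower the FRET ratio by blocking Runt binding to CBFb-SMMHC; some results filed as inactive read as strong as hits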
NPY-Y2 PAM-ag – potentiates or activates human NPY-Y2 receptor; AID 1359; cells expressing NPY-Y2, potentiator/agonist read-out; P49146; 220,000 tested, 0.45% active; activation, % at 3.6 µM; in the data active = activation above about 27%;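 note: cells stimulated with NPY near EC25 plus isoproterenol at EC100; 0% = vehicle plus submaximal agonist and 100% = vehicle plus saturating agonist; some results beyond the cut were filed as inactive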
NPY Y1 blocker – blocks the human neuropeptide Y Y1 receptor; P25929; HEK293-CNG Y1 cells, membrane potential fluorescence; NPY at EC95, then isoproterenol; inhibition, % at 3.6 µM; 200,000 tested, 1% active; AID 1040;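 active = inhibition above the campaign mean inhibition of all tested compounds plus 3 SD, cut at about 20% in these data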;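 note: 0% = DMSO wells given NPY plus isoproterenol and 100% = isoproterenol alone without NPY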
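Material: HEK293 Y1/CNG channel cell line | Also added: NPY (25 nM), isoproterenol (1 µM), Ro 20-1724 (25 µM) | Compound: One concentration, 3.6 µM, in 0.4% DMSO | Schedule: 3 h dye uptake, 1 h room-temperature compound, 45 min post-isoproterenol | Signal: Membrane-potential fluorescent dye readout | Read-out: % inhibition of NPY effect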
* = called active by the depositor; x = no result given.

SMILES	RBBP9 inh	Mdm2 ligase inh	p97 inhibitor	Runt-CBFb FRET	Hck-Nef inh	NPY1 pot ag	Runt-SMMHC FRET	NPY-Y2 PAM-ag	NPY Y1 blocker
CN=C(c1ccc([N+](=O)[O-])cc1)N1CCCCC1	-3	1	7	2	11	3	3	10	1
CCCc1nc(SCC(=O)NCc2ccco2)c2c(=O)n(C)c(=O)n(C)c2n1	-6	-17	-9	1	9	-3	-2	-4	2
Cc1ccc(OCC(=O)N/N=C\c2cccs2)c([N+](=O)[O-])c1	0	21	2	-1	8	12	5	13	-4
O=C(COC(=O)c1ccncc1)c1ccc(Cl)c(Cl)c1	-7	-4	-2	x	21	-8	x	-16	6
CC(NS(=O)(=O)c1ccc(F)cc1)C(c1cccs1)N1CCOCC1 (centres undefined)	-8	x	-3	-2	-13	-21	1	-8	1
Nc1ccc(N2CCOCC2)cc1C(F)(F)F	-5	-9	6	2	16	5	0	-9	5
CCn1c(C)nc2cc(N)ccc21	8	-5	7	14	0	18	-5	-12	x
O=C(NCCCN1CCCCC1)C1(S(=O)(=O)c2ccc(Cl)cc2)CC1	-6	-5	2	3	21	-12	2	-1	-1
NC(=O)C1=C[C@H](c2coc3ccccc3c2=O)C[C@H](OCCCCO)O1	-1	x	3	0	1	5	-1	-11	-7
O=C(COC(=O)c1cc(-c2ccco2)nc2ccccc12)NCc1ccccc1	-5	-8	5	-2	4	15	6	-8	1
CC(C)(C)c1ccc(NC(=O)c2ccsc2)cc1	4	-36	-6	-3	5	-1	0	-4	x
COCCCNC(=O)[C@H](CSCc1ccccc1)N1Cc2ccccc2C1=O	6	x	-1	2	18	-5	2	-15	x
N#CCC(=O)N/N=C/c1cn(Cc2ccc(Cl)c(Cl)c2)c2ccccc12	3	0	4	2	21	6	-11	-7	x
Cc1ccc(OCc2nnc(SCC(=O)C(C)(C)C)n2Cc2ccco2)cc1	-4	3	-9	-2	0	-18	0	5	4
O=C(/C=C/c1ccc2ccccc2n1)N1CCN(S(=O)(=O)c2ccccc2F)CC1	0	-65	3	-2	20	-1	-1	-25	x
COc1cc(C(=O)Nc2nc(N)n(-c3ccccc3)n2)cc(OC)c1OC	-5	-1	-4	1	0	-9	4	-4	2
CCn1ncc(Br)c1C(=O)Nc1cccc(F)c1	0	-3	8	6	17	15	-4	-7	-4
CC(C)CC(NC(=O)c1ccco1)C(=O)Nc1ccc2c(c1)OCCO2 (centres undefined)	-7	-15	-3	3	18	20	1	-12	2
CC1CCCC(C(=O)O)N1C(=O)CCSSCCC(=O)N1C(C)CCCC1C(=O)O (centres undefined)	-4	-7	-2	-2	2	13	2	-8	6
C[N+](C)(C)C(Cc1ccccc1)C(=O)[O-] (centres undefined)	x	-27	x	7	10	x	10	x	x
CC(=O)Nc1ccc(N=NN2CCOCC2)cc1	-13	-13	-2	2	17	-18	1	-5	-2
O=C(O)C1CCN(Cc2cccnc2)CC1	-4	-9	3	0	-2	-8	-2	14	-5
Cc1cccc(C)c1NC(=O)COC(=O)c1nonc1N	-3	-9	5	1	0	9	-5	8	7
CCN1CCN(C(=S)Nc2ccc(Cl)cc2)CC1	-4	x	0	3	-2	5	0	-14	-3
CCOc1ccccc1NC(=O)C1CC(=O)n2ncnc2N1 (centres undefined)	-6	0	4	3	2	18	1	-4	1
CN(C)/C=C1\C(=O)N(c2ccc(Oc3ccccc3)cc2)CS1=O (centres undefined)	1	-9	-3	0	-1	13	1	4	-4
Cn1c(CCN2CCCCC2)nc2cc(NC(=O)C3CCCCC3)ccc21	-11	-11	-3	-2	-2	-6	-1	-8	3
O=C(Cn1cnc([N+](=O)[O-])n1)N/N=C/c1ccc(O)cc1O	-4	-23	2	3	7	-1	9	-2	-1
Cc1ccc(-c2cc(C(=O)Nc3ccc(S(=O)(=O)Nc4onc(C)c4C)cc3)[nH]n2)c(O)c1	-7	-1	0	-1	-4	-4	-2	-5	x
COc1ccc(Br)cc1S(=O)(=O)Nc1cccc(C)n1	0	0	6	3	18	4	2	8	3
CC1CCCN(S(=O)(=O)c2ccc(C(=O)Nc3nnc(-c4ccncc4)o3)cc2)C1 (centres undefined)	-2	-13	4	-4	13	17	1	16	-3
O=C(C1CCCN1C(=O)c1cccs1)N1CCN(Cc2ccc3c(c2)OCO3)CC1 (centres undefined)	-9	1	6	x	1	3	1	0	10
O=C(Cn1c(-c2cscn2)nc2ccccc21)Nc1ccc2ccccc2c1	-11	-16	-6	-3	3	44	-3	29*	-10
O=C(O)c1cc(O)c2c(c1)C(=O)c1cccc(O)c1C2=O	27*	x	12	-40	0	5	-235	4	5
CCCSc1nsc(NC(=O)CC)n1	10	-10	3	1	15	5	3	-4	0
O=C(COc1ccc2c3c(c(=O)oc2c1)CCC3)c1ccc2c(c1)OCO2	-5	7	5	-2	7	-5	-2	-10	5
O=c1c(N2CCOCC2)nsn1Cc1ccccc1	5	-15	8	1	0	-16	-2	-1	3
COc1ccccc1NC(=O)C1=C(C)Nc2nnnn2C1c1ccccn1 (centres undefined)	-7	-20	1	0	-21	8	1	-1	-1
O=C(CSc1n[nH]c(-c2cccnc2)n1)OC1CCCCC1	-6	-10	-3	-1	11	-12	-2	-2	3
C=CCNc1cnn(-c2ccccc2)c(=O)c1Cl	3	-32	5	0	-2	0	0	-7	-1
COc1cccc(-n2cc3c(c2-c2ccccc2)c(=O)n(C)c(=O)n3C)c1	4	-18	4	1	2	12	0	-4	13
O=C(NC(Cc1ccccc1)C(=O)O)/C(=C\c1ccco1)NC(=O)c1ccc(Br)cc1 (centres undefined)	0	-18	3	4	2	-6	-2	0	0
COc1ccc(CNC(=O)COc2ccc([N+](=O)[O-])cc2)cc1	4	1	-1	0	2	-20	-2	3	13
COC(=O)c1nnn(-c2nonc2N)c1CSc1nnc(N)s1	2	5	3	0	0	2	-2	6	-8
Cn1c(=O)c2c(-c3cccc(F)c3)c3c(nc2n(C)c1=O)-c1ccccc1C3O (centres undefined)	4	-2	6	-1	1	6	-7	-8	3
COc1ccc(N2CCN(CC(=O)Nc3ccc(-n4cnnn4)cc3)CC2)cc1	1	-20	12	-1	0	9	0	-5	-3
CC(=O)C(Cc1ccccc1)NC(=O)CCl (centres undefined)	-4	-16	2	1	25	-5	0	-8	-2
COC(=O)C(C)Sc1nc2c(cnn2-c2ccc(C)cc2)c(=O)[nH]1 (centres undefined)	-6	13	-2	-2	0	-6	-3	8	10
C/C(=N\NC(=O)c1ccc2c(c1)OCCO2)c1ccccc1	-1	-77	-18	-1	48	5	2	-10	x
COC(=O)Cc1c(C)c2c(OCc3nn[nH]n3)cc(C)cc2oc1=O	-5	-16	4	-2	2	9	2	13	3
COc1ccc(C2SCCN2S(=O)(=O)c2ccccc2)cc1 (centres undefined)	-7	-12	3	-1	22	-3	0	1	-3

Structural class: the compounds so far with a halogen (13)
SMILES	RBBP9 inh	Mdm2 ligase inh	p97 inhibitor	Runt-CBFb FRET	Hck-Nef inh	NPY1 pot ag	Runt-SMMHC FRET	NPY-Y2 PAM-ag	NPY Y1 blocker
O=C(COC(=O)c1ccncc1)c1ccc(Cl)c(Cl)c1	-7	-4	-2	x	21	-8	x	-16	6
CC(NS(=O)(=O)c1ccc(F)cc1)C(c1cccs1)N1CCOCC1 (centres undefined)	-8	x	-3	-2	-13	-21	1	-8	1
Nc1ccc(N2CCOCC2)cc1C(F)(F)F	-5	-9	6	2	16	5	0	-9	5
O=C(NCCCN1CCCCC1)C1(S(=O)(=O)c2ccc(Cl)cc2)CC1	-6	-5	2	3	21	-12	2	-1	-1
N#CCC(=O)N/N=C/c1cn(Cc2ccc(Cl)c(Cl)c2)c2ccccc12	3	0	4	2	21	6	-11	-7	x
O=C(/C=C/c1ccc2ccccc2n1)N1CCN(S(=O)(=O)c2ccccc2F)CC1	0	-65	3	-2	20	-1	-1	-25	x
CCn1ncc(Br)c1C(=O)Nc1cccc(F)c1	0	-3	8	6	17	15	-4	-7	-4
CCN1CCN(C(=S)Nc2ccc(Cl)cc2)CC1	-4	x	0	3	-2	5	0	-14	-3
COc1ccc(Br)cc1S(=O)(=O)Nc1cccc(C)n1	0	0	6	3	18	4	2	8	3
C=CCNc1cnn(-c2ccccc2)c(=O)c1Cl	3	-32	5	0	-2	0	0	-7	-1
O=C(NC(Cc1ccccc1)C(=O)O)/C(=C\c1ccco1)NC(=O)c1ccc(Br)cc1 (centres undefined)	0	-18	3	4	2	-6	-2	0	0
Cn1c(=O)c2c(-c3cccc(F)c3)c3c(nc2n(C)c1=O)-c1ccccc1C3O (centres undefined)	4	-2	6	-1	1	6	-7	-8	3
CC(=O)C(Cc1ccccc1)NC(=O)CCl (centres undefined)	-4	-16	2	1	25	-5	0	-8	-2

Source: PubChem
